# HIF activator: HIF pathway transcriptional activation. hit rate 0.32% among 300,000. AID 1910. U2OS HRE-luciferase reporter, luminescence; normalized: DMSO 0%, desferrioxamine 100%. activation, % at 7.5 µM (by protocol);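 active means mean activation of at least 10% of the iron chelator positive control signal, with at least half of replicates also reaching 10%; inconclusive means mean and replicate majority disagree about reaching 10%; inactive means mean and most replicates under 10%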
# AI-2 QS mod: modulates the Vibrio harveyi AI-2 quorum sensing system. Vibrio harveyi JMH597 AI-2 luminescence/OD600 ratio, 9 h; active compounds read low; strain lacks LuxN and CqsS sensors; 0 = neutral-control median. activity change, % at 7.5 µM. hit rate 0.4% among 300,000. AID 2094; in the data active means activity change below about -75%, passing the limit was not always enough; inconclusive means no clear call, values can overlap the other calls;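 further: luminescence divided by OD600 gain over 9 h not by final OD600 alone; inactives centre near 13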
# HSF1 inh: HSF1 inhibition; activity change, negative = inhibition, % at 7.5 µM (by protocol); hit rate 0.77% among 300,000; NIH3T3-HGL HSE-luciferase, MG132-induced, luminescence 8 h; active compounds read low; AID 2098;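 active means more than half of replicate wells show activity change below -50%, luminescence cut by over half; inconclusive means some wells, but at most half, below -50%; inactive means no replicate well below -50%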;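 further: luciferase reports HSF-1 transcriptional activity via heat shock element; 0% = median of DMSO wells and -100% = zero luminescence signal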
# KLF5 inh: inhibitors of KLF5 expression; DLD-1 KLF5 promoter-luciferase reporter, luminescence; inhibition, % at 5 µM; hit rate 0.23% among 290,000;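 active means inhibition above a per-plate limit of that plate's mean compound inhibition plus 3 SD, cut at about 60% in these data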;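 further: 0% = DMSO wells and 100% = LY294002 at 200 µM; higher means less KLF5 promoter-driven luciferase light; inactives centre near -14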
# IEC-6 tox: kills IEC-6 intestinal cells in KLF5 counter-screen. IEC-6 cytotoxicity, luminescence viability. inhibition, % at 5 µM. hit rate 0.78% among 290,000. AID 1825; in the data active means inhibition above about 22%;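 further: 0% = plate median of test compound wells and 100% = cytotoxic reference compound wells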
# HSP90 refold inh: inhibitors of HSP90 luciferase refolding in rabbit reticulocyte lysate; luciferase refolding luminescence, 3 h; inhibition, % at 5.6 µM; hit rate 0.91% among 290,000; AID 1789;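 active means inhibition above the screen-wide mean plus 3 SD, computed separately per campaign, cut at about 16% in these data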;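 further: 0% = DMSO wells and 100% = 60 µM geldanamycin wells; inhibitors lower the luminescence because luciferase stays unfolded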
# aSyn UTR inh: 5' untranslated region of α-synuclein, MLPCN primary screen | alpha-synuclein 5'UTR reporter, inhibitor activity | inhibition, % (tested at 7.5 µM) | hit rate 0.82% among 300,000; in the data active means inhibition above about 60%; inconclusive means no clear call, values can overlap the other calls;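 further: H4 neuroglioblastoma cells stably carrying SNCA 5'UTR luciferase fusion; 0% = DMSO wells and 100% = positive control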
# SKKanGAS inh: blocks kanamycin growth of S. pyogenes SKKanGAS strain. BacTiter-Glo, 6 h. inhibition, % at 7.5 µM. hit rate 1.3% among 300,000;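 active means mean replicate score, as percent of positive control median, at least 50; inconclusive means mean below 50 but one replicate at or above 50; inactive means mean and every replicate below 50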;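 further: strain carries kanamycin resistance gene driven by streptokinase promoter and grows in 40 µg/ml kanamycin; loss of luminescence reflects streptokinase promoter inhibition or plain growth inhibition; 0% = median of DMSO wells and 100% = positive control at its reference dose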
# Platelet DG rel: modulates dense granule release in human platelets. human platelet-rich plasma, SFLLRN dense granule ATP release, luminescence. inhibition, %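 (compounds screened at 7.5 µM in platelet-rich plasma)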. hit rate 0.22% among 300,000;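 active means mean replicate score, as percent of positive control, at or above 50; inconclusive means mean below 50 but at least one replicate at or above 50; inactive means mean and every replicate below 50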
# HSF1 activator: increases HSF-1 driven luciferase reporter signal. NIH3T3-HGL HSF-1 luciferase reporter, MG132, 8 h; 100% = twice DMSO control signal. activation, % at 9 µM. hit rate 1.7% among 300,000. AID 504408;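 active means mean replicate activation of at least 50% with a set share of replicates each reaching 50%; inconclusive means only one of those two conditions met; inactive means mean below 50% and too few replicates reaching it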;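 further: 0% = median of the neutral control wells and 100% = twice that signal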
# The depositor's hits bear a star; ? = inconclusive; / = no result given.
# Start of the listing, in advance:
SMILES,HIF activator,AI-2 QS mod,HSF1 inh,KLF5 inh,IEC-6 tox,HSP90 refold inh,aSyn UTR inh,SKKanGAS inh,Platelet DG rel,HSF1 activator
Cc1cccc(OCC(O)CN2C(C)(C)CC(O)CC2(C)C)c1 (stereo not given),0.1,19,-6,5,0,-1,10,10,8,-3
CCCNC(=O)CN1C(=O)NC(c2ccccc2)(c2ccccc2)C1=O,-0.2,-72,-10,-15,3,0,-4,2,8,-11
CCOC(=O)Cc1nnn(CC(=O)OCC)n1,-0.2,27,/,-38,2,2,4,-12,-13,/
O=C(COC(=O)c1cncc(Br)c1)NC1CCCCC1,/,-15,/,-16,-5,-2,/,0,-4,/
Cc1cc(C)c(S(=O)(=O)NCC(c2cccnc2)N2CCN(Cc3ccccc3)CC2)c(C)c1 (stereo not given),-0.2,26,1,-16,2,-1,-6,-7,-5,6
CC(C)(C)Nc1nc(Cl)nc(NCCN2CCOCC2)n1,-0.3,/,7,0,6,9,16,-6,6,-2
CS(=O)(=O)c1ccc2nc(NC(=O)CN3C(=O)C4CC=CCC4C3=O)sc2c1 (stereo not given),0.2,2,-2,-11,-2,2,42,/,-2,-10
Cc1ccc(C(=O)NC2CCN(CC(=O)Nc3c(C)cc(C)cc3C)CC2)cc1,1.4,-5,4,-4,0,-1,15,1,-2,13
CCOc1ccc(NC(=O)CN(C)C(=O)Cc2c(C)nc3ccccc3c2C)cc1OCC,0.3,19,4,-37,-2,1,-14,-4,17,0

# Results, from the first entry:
SMILES,HIF activator,AI-2 QS mod,HSF1 inh,KLF5 inh,IEC-6 tox,HSP90 refold inh,aSyn UTR inh,SKKanGAS inh,Platelet DG rel,HSF1 activator
Cc1cccc(OCC(O)CN2C(C)(C)CC(O)CC2(C)C)c1 (stereo not given),0.1,19,-6,5,0,-1,10,10,8,-3
CCCNC(=O)CN1C(=O)NC(c2ccccc2)(c2ccccc2)C1=O,-0.2,-72,-10,-15,3,0,-4,2,8,-11
CCOC(=O)Cc1nnn(CC(=O)OCC)n1,-0.2,27,/,-38,2,2,4,-12,-13,/
O=C(COC(=O)c1cncc(Br)c1)NC1CCCCC1,/,-15,/,-16,-5,-2,/,0,-4,/
Cc1cc(C)c(S(=O)(=O)NCC(c2cccnc2)N2CCN(Cc3ccccc3)CC2)c(C)c1 (stereo not given),-0.2,26,1,-16,2,-1,-6,-7,-5,6
CC(C)(C)Nc1nc(Cl)nc(NCCN2CCOCC2)n1,-0.3,/,7,0,6,9,16,-6,6,-2
CS(=O)(=O)c1ccc2nc(NC(=O)CN3C(=O)C4CC=CCC4C3=O)sc2c1 (stereo not given),0.2,2,-2,-11,-2,2,42,/,-2,-10
Cc1ccc(C(=O)NC2CCN(CC(=O)Nc3c(C)cc(C)cc3C)CC2)cc1,1.4,-5,4,-4,0,-1,15,1,-2,13
CCOc1ccc(NC(=O)CN(C)C(=O)Cc2c(C)nc3ccccc3c2C)cc1OCC,0.3,19,4,-37,-2,1,-14,-4,17,0
CCCC(=O)Nc1ccc(NC(=O)c2cc3ccccc3o2)c(OC)c1,0.9,-10,21,-127,1,-4,-222,1,4,38
CCONc1ncnc2nonc12,-0.1,8,-7,-13,-6,-1,0,-5,-4,-4
CC1(C)CN(c2ccsc2C(=O)O)C1=O,-0.8,14,-2,-16,-1,-3,-21,3,0,5
COc1ccc(NC(=S)NC(=O)/C=C/c2ccco2)c(OC)c1,-1.1,25,5,-26,2,0,-14,-8,-12,9
NC(=S)N/N=C1\CC(n2nnnc2-c2ccccc2Cl)C2COC1O2 (stereo not given),-0.6,18,?,0,0,0,-4,-3,5,-61
CCc1ccc(N(CC(=O)Nc2nc3ccc(C)cc3s2)S(=O)(=O)c2c(C)noc2C)cc1,/,15,4,-26,-2,3,0,48,-2,11
O=c1c2cnn(-c3ccccc3)c2nnn1/N=C/c1cccnc1,-0.6,4,8,-33,2,7,-20,5,20,1
COc1ccc(CCNC(=S)NC(=O)c2cccc(Cl)c2)cc1OC,-0.2,3,4,-3,9,1,17,5,-1,-15
CS(=O)(=O)N(CC(=O)N1CCCC1)c1cccc(F)c1,-20,2,-1,-1,7,2,7,3,-4,5
Cn1c(CNC(=O)C(Cc2ccccc2)NC(=O)c2cccc(F)c2)cc(=O)n(C)c1=O (stereo not given),-0.2,-36,-11,-43,-7,-2,2,14,-12,-11
Cc1ccnc(NS(=O)(=O)c2ccc(NC(=O)c3oc4ccc(F)cc4c3C)cc2)n1,/,8,/,-31,3,3,/,/,/,/
O=C(CCC(=O)OCC(=O)c1ccccc1)Nc1cccc2cccnc12,-0.1,11,0,-25,-7,-1,10,-2,5,5
COc1ccc(N(CC(=O)NC2CCCCC2)C(=O)c2ccc(C)s2)c(OC)c1,-1.6,14,6,0,-1,0,12,-2,2,-1
CNS(=O)(=O)c1cccc(C(=O)OCC(=O)NC(C)CCc2ccccc2)c1 (stereo not given),0.7,19,0,-2,7,-2,5,-4,1,-9
O=c1c(-c2ccc(Br)cc2)[n+]([O-])c2ccccc2n1OCc1ccccc1,0.2,6,2,15,13,7,-10,4,24,-2
CSc1ccccc1OCc1cc(C(=O)N(Cc2nccn2C)C(C)C)no1,1.1,11,-1,-12,2,-2,-21,-4,-16,16
Cc1ccc(S(=O)(=O)Nc2ccc(-c3csc(-c4ccccc4)n3)cc2)cc1,0.3,22,-4,-19,-3,-4,-8,40,-12,14
Cc1ccc(-c2noc(CCC(=O)NCCN3CCOCC3)n2)cc1,-0.2,13,-10,-25,-7,-2,-3,-6,-10,-23
COc1ccc(C2CC(=O)n3nc(C45CC6CC(CC(C6)C4)C5)nc3S2)cc1OC (stereo not given),-0.5,20,-1,6,0,1,-13,-2,7,9
CCOC(=O)c1sc(NC(=O)c2cc3ccccc3o2)nc1C,2.5,11,3,82*,6,9,-113,8,7,44
CCOc1cc(C(=O)NN=C2CCCC2)cc(OCC)c1OCC,0.2,12,-10,17,80*,0,-20,-5,-1,-11
Cc1cc(Cl)c(S(=O)(=O)Nc2ccc(S(=O)(=O)N3CCOCC3)cc2)cc1OCC(N)=O,0.4,4,-2,-4,-5,-4,-10,-3,-4,-5
COc1ccc(NC(=O)CN(C)C(=O)CNC(=O)Cc2cccc3ccccc23)cc1,-0.9,18,-2,-6,2,2,8,1,3,-5
COc1ccc(C2CC3(O)CC(C#N)(C(=O)N3)C2(C#N)C#N)cc1 (stereo not given),-0.7,19,11,-29,-7,2,-3,0,0,13
Cc1oc(C)c(C(=O)NCCCC(=O)O)c1C(=O)NCCCC(=O)O,0.6,23,-3,-21,3,3,16,-12,-1,16
COc1ccc(CC2(CO)CCN(C/C=C/c3ccccc3OC)CC2)cc1,-0.7,16,0,-8,1,-1,-21,/,3,4
Cc1cc(C)cc(NS(=O)(=O)c2ccc(NC(=S)NC(=O)c3cccs3)cc2)c1,0.0,21,-4,-15,7,5,-10,77*,-1,-1
Cc1cc(C)nc(NC2=NC3CCCCC3N2)n1 (stereo not given),0.0,9,-3,3,11,6,-61,-1,7,13
CC(=O)c1cccc(OCc2cc(C(=O)NCc3nc(C)c(C)s3)no2)c1,2.5,14,17,-71,2,-1,-53,6,-8,39
COc1cc(C(=O)NN(CCC#N)C2=NS(=O)(=O)c3ccccc32)cc(OC)c1OC,1.0,-8,-1,10,-4,27*,0,-1,7,-1
COc1ccc(-c2nn(C)c(=O)c3ccccc23)cc1NC(=O)COc1ccc(C)cc1,0.6,13,3,11,-2,-2,36,4,-1,33
CCOC(=O)c1cc(-c2ccc(/C=C3/C(=O)N(c4ccc(C(=O)O)cc4)N=C3C)o2)ccc1Cl,0.7,16,1,-16,-3,3,-76,4,5,4
Cc1cc(F)ccc1S(=O)(=O)N1CCCOC1CNC(=O)C(=O)NCCN1CCOCC1 (stereo not given),0.3,7,-10,-18,4,-1,-1,5,-7,-2
CC(OC(=O)CNC(=O)c1ccccc1F)C(=O)Nc1nc(-c2ccccc2)cs1 (stereo not given),2.9,3,17,-73,-5,-1,-104,8,2,43
Cc1csc2nc(O)c(C(=O)NC3CCCCC3C)c(=O)n12 (stereo not given),-0.6,51,1,/,/,/,2,20,5,8
COCCNC(=O)Cc1ccc(Br)cc1,-0.1,14,-5,-18,1,0,-5,-9,3,-3

# Brought forward from above: 2 entries, then new ones.
SMILES,HIF activator,AI-2 QS mod,HSF1 inh,KLF5 inh,IEC-6 tox,HSP90 refold inh,aSyn UTR inh,SKKanGAS inh,Platelet DG rel,HSF1 activator
Cc1csc2nc(O)c(C(=O)NC3CCCCC3C)c(=O)n12 (stereo not given),-0.6,51,1,/,/,/,2,20,5,8
COCCNC(=O)Cc1ccc(Br)cc1,-0.1,14,-5,-18,1,0,-5,-9,3,-3
O=C(OCCOCCN=C1NS(=O)(=O)c2ccccc21)c1ccccc1,-0.2,22,-7,-4,2,-1,-12,-5,3,-19
COc1ccccc1OCc1nc(Cc2ccc(Cl)cc2)no1,0.0,-11,-2,-2,3,0,7,-1,-2,23
CCCOc1ccc(CN(C(=O)c2cccc(OC)c2)C2CCS(=O)(=O)C2)cc1 (stereo not given),-1.1,2,13,-1,4,1,-9,-8,-2,-4
COc1ccc(NC(=O)CSc2nc(-c3ccc(C)cc3)cc(C(F)(F)F)c2C#N)cc1,-0.1,19,5,13,-1,0,-19,0,-2,-12
O=C(NCCC1=CCCCC1)c1cc2c(s1)CS(=O)(=O)C2,1.0,28,8,-19,-1,-3,-54,-2,8,7
CCCCCCCc1ccc(C2NC(=S)NC3=C2C(=O)c2ccccc23)cc1 (stereo not given),0.5,21,-1,-16,-9,4,2,10,2,-17
COc1ccc(C)cc1S(=O)(=O)N(C)CC(=O)Nc1ccc2c(c1)OCCO2,-0.2,28,7,-3,9,4,4,5,-3,1
CC1OC2(C)OC(=N)C1(C#N)C(C#N)(C#N)C2c1ccccc1 (stereo not given),-0.5,10,-1,-38,-7,4,-2,4,16,-18
O=C(c1ccc(-c2ccc(Cl)cc2Cl)o1)N1CCOCC1,3.2,-1,30,-127,-7,-4,-104,-3,-16,60*
O=C(CCNc1ccc(F)c(Cl)c1)c1ccco1,-0.2,-26,8,-17,2,0,0,-3,1,30
CC(=O)Nc1ccc(S(=O)(=O)NC2=NCN(CCOC(=O)c3ccccc3)CN2)cc1,-0.1,10,0,-21,1,-4,5,-5,-3,15
O=C(CSc1nnnn1-c1ccccc1)NC1CCCc2ccccc21 (stereo not given),-0.7,6,1,7,-6,-3,13,-4,-5,-7

# Assay outcomes as filed in PubChem BioAssay.
